PTHR1 agonist: activates the human parathyroid hormone receptor PTHR1; Q03431; HEK293 GP2 PTHR1 cells, GloSensor cAMP luminescence, 1 h; Potency, µM (highest dose often 115 µM), for the others: at the top dose activation, hits mostly activators; 410,000 tested, 0.075% active; AID 743266; further: potency means the concentration at half of the fitted maximal effect; nearly all actives have a fitted effect of over 55% in size; some results filed as inactive show a strong effect at the top dose; inactives centre near -15; many of its hits are not listed in these tables
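HEK-293-derived GP2 cells expressing PTHR1 and a GloSensor cAMP reporter, 3,000/well, plated overnight, given luciferin plus IBMX (each 0.5 mM as added) for 1 h at 37 °C, then compound for 1 h at 37 °C. Luminescence was read after 15 min at room temperature.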
FUS yeast rescue: FUS proteinopathy suppression in yeast; S. cerevisiae FUS-expressing, growth rescue, OD600, 24 h; Potency, µM (doses to about 76.6 µM), without a hit: top-dose growth rescue (activation), usual class: activators; 390,000 tested, 0.24% active; AID 1347120;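 further: potency means the concentration at half of the fitted maximal effect; plate controls were DMSO vehicle for no effect and reference control for full effect; nearly all actives have a fitted effect of over 55% in size; some results filed as inactive show a strong effect at the top dose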
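Steps: raffinose overnight preculture; dilution to OD 0.005 in 2% galactose minimal medium; compound addition (concentration series); 24hr at 30C, 99% humidity; absorbance read at 600 nm.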
TDP43 rescue: inhibitors of TDP-43 toxicity in yeast. TDP-43 expressing yeast growth rescue, BacTiter-Glo, 24 h. 410,000 tested, 1.8% active. AID 652104. Potency, µM (series often up to 46.1 µM), for inactives: at the highest dose growth rescue (activation), hits mostly activators; further: potency means the concentration at half of the fitted maximal effect; % of control where 0% means no effect; nearly all actives have a fitted effect of over 50% in size
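Yeast expressing TDP-43 (pregrown in raffinose, seeded at OD600=0.02 in galactose medium) exposed to compounds 24 hr at 30 deg C. Growth read by BacTiter-Glo luminescence; rescue of toxicity appears as increased signal.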
Abeta yeast res: A-beta toxicity reversal in yeast; 410,000 tested, 0.063% active; yeast expressing A-beta42, growth rescue, OD600, 48 h; response scale: 0% DMSO, 100% iron-clioquinol control; AID 1347071; Potency, µM (doses to about 46.1 µM), without a hit: at the top dose growth rescue, hits mostly activators; further: potency means the concentration at half of the fitted maximal effect; nearly all actives have a fitted effect of over 55% in size
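Growth rescue measured by 600 nm absorbance after 48 h yeast culture at 30 C with compound. Values normalized between DMSO and an equimolar ferric chloride plus clioquinol control.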
GLP-1R agonist: activates the human GLP-1 receptor | P43220 | HEK293 GLP-1R CRE-luciferase, luminescence, 4-6 h; cells express a hypersensitive GLP-1R form | Potency, µM (top dose mostly 45.6 µM), for inactives: at the top dose activation, actives largely listed as activators | 380,000 tested, 0.007% active; further: potency means the concentration at half of the fitted maximal effect; % of control where 0% means no effect
Target sequence (P43220 whole entry, looked up): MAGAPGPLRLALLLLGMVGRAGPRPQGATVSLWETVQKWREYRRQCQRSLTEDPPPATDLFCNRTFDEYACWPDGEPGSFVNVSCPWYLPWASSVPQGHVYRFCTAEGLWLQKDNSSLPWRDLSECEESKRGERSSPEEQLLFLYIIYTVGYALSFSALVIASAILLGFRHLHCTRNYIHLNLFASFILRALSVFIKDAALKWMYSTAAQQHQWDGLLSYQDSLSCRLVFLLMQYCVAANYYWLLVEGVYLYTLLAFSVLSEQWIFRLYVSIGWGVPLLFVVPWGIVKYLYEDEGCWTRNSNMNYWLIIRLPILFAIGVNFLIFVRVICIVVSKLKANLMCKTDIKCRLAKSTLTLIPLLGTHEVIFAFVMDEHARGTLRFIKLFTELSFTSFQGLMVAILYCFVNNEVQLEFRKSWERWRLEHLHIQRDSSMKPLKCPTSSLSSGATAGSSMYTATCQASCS
DRD3 antagonist: antagonists of human D3 dopamine receptor; 360,000 tested, 2.5% active; P35462; max response, negative = inhibition, %; D3R cells, DiscoveRx beta-arrestin luminescence, antagonist mode; stronger effect = lower value; AID 652054; in the data active means max response below about -50%; inconclusive means no clear call, values can overlap the other calls; further: on the % scale 0 is the no-effect control and ±100 the full control effect; mostly tested at two doses, the higher about 12 µM
Target sequence (P35462 whole entry, looked up): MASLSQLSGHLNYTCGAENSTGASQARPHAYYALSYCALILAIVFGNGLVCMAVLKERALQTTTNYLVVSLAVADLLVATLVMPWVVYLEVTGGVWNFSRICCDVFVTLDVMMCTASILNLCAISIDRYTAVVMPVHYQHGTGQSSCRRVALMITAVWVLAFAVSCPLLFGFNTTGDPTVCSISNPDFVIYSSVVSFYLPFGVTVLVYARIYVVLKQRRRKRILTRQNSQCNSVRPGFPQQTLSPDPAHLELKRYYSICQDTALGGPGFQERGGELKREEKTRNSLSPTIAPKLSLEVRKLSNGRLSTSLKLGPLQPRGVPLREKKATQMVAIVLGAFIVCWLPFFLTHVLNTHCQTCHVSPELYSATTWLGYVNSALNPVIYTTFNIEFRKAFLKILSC
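Cells expressing the human receptor were seeded at 1500 cells/well, incubated overnight at 37 degrees C in 5% CO2, then exposed to library compounds with dopamine controls for 90 minutes at 37 degrees C before luminescent detection.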
aSyn yeast inh: rescues yeast growth from alpha-synuclein toxicity | Yeast expressing alpha-synuclein, growth rescue, BacTiter-Glo, 24 h | Potency, µM (doses to about 46.1 µM), for the others: at the top dose growth rescue (activation), most hits filed as activators | 370,000 tested, 0.14% active | AID 652106; further: potency means the concentration at half of the fitted maximal effect; % of control where 0% means no effect; nearly all actives have a fitted effect of over 65% in size
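Readout is rescue of growth in alpha-synuclein-expressing yeast, so inhibitors of toxicity appear as activators. Growth after 24 hr at 30 deg C in galactose medium is quantified by luminescence.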
GLP1R inv ag: acts as inverse agonist at human GLP-1 receptor | Potency, µM (highest dose often 38.3 µM), without a hit: at the top dose activity change, negative = inhibition, most hits filed as inhibitors | HEK293 GLP-1R CRE-luciferase, luminescence, 24 h; GLP-1R form is constitutively active | 410,000 tested, 1.6% active | AID 624417; further: potency means the concentration at half of the fitted maximal effect; on the % scale 0 is the no-effect control and ±100 the full control effect; nearly all actives have a fitted effect of over 55% in size
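Stable HEK293 clone (constitutively active GLP-1R + cAMP-response luciferase); 200 cells/uL plated, 12 h pre-culture, compound 24 hr, 37 deg C/5% CO2; detection reagent 12 min RT; luminescence.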
Akt phos inh: Akt phosphorylation inhibition; 360,000 tested, 0.32% active; Neuro2A IGF-stimulated pAkt S473 HTRF, 20 min; stronger effect = lower value; AID 651550; activity change, % for hits at 50 µM; in the data active means activity change below about -80%; inconclusive means mostly about -51% to -80%; further: on the % scale 0 is the no-effect control and ±100 the full control effect
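Neuro2A cells in DMEM with 0.5% FBS, overnight at 37 deg C, given compound at single 50 µM final, then IGF (6 nM final) for 20 min at 37 deg C. Lysed; phospho-Akt Ser473 by HTRF after 24 h, 665/615 ratio.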
Starred values were filed as active, the others as inactive; i = inactive; u = inconclusive; x = not tested or not shown; [ ] = dose if it differs, or a comment. Unless noted, the call rests on the fitted dose curve; in most records, active means well fitted curve in the direction sought with a large enough effect; inconclusive means small, poorly fitted or top-dose-only effect, or another doubt; inactive means no such curve, though single readings can be large; an effect the other way counts as inactive or inconclusive.

No.	smiles	FUS yeast rescue	PTHR1 agonist	DRD3 antagonist	TDP43 rescue	GLP1R inv ag	Abeta yeast res	GLP-1R agonist	aSyn yeast inh	Akt phos inh
1	NC(=O)COC(=O)c1c2c(nc3ccccc13)CCCC2	-9%	-5%	6	5%	15%	-4%	1%	0%	i
2	Cc1nc(Cl)cc(N/N=C/c2ccc(O)cc2)n1	-19%	i	-2	11%	111%[activator]	-18%	u	-11%	i
3	CC(C)[C@H](NC(=O)c1ccccc1Cl)C(=O)OCc1cc([N+](=O)[O-])cc2c1OCOC2	x	-47%[inhibitor]	1	20%	-7%	-10%	0%	-3%	i
4	COc1ccc(C(=O)Nn2c(SCC(=O)NCC3CCCO3)nc3ccccc3c2=O)cc1 (configuration not stated)	23%	i	5	17%	-8%	6%	-25%	-3%	i
5	COc1cccc(C(=O)Nc2ccc(NC(=O)c3ccc(C(C)(C)C)cc3)cc2)c1	-1%	i	x	11%	-7%	-13%	x	x	x
6	Cc1cc(C)cc(OCC(=O)Nc2ccc(N3CCCCC3)cc2)c1	29%	-8%	-10	-8%	2%	4%	1%	-5%	i
7	O=C(CSc1ccc(-c2ccco2)nn1)Nc1ccccc1	9%	-24%	10	14%[9.22 µM]	25%	-4%	4%	2%	i
8	CC(C)[C@H](NC(=O)c1ccccc1)C(=O)Nc1ccc2c(c1)OCO2	21%	0%	3	7%	0%	-1%	7%	2%	i
9	CCC(=O)N(Cc1cc2cc(OC)ccc2[nH]c1=O)c1cc(C)ccc1C	29%	0%	11	0%	-29%	9%	10%	-3%	i
10	CC[C@]12c3[nH]c4cc(CCC(=O)N(C)C)ccc4c3CCN1C(=O)[C@@H](CC(=O)NCCCn1ccnc1)C[C@@H]2C(=O)N1CCN(C(=O)c2ccco2)CC1	-1%	i	5	15%	4%	4%	-2%	2%	i
11	O=C(CSc1n[nH]c(-c2ccccn2)n1)Nc1ccccc1	-7%	i	4	2%	-23%	1%	-6%	0%	i
12	CC(=O)c1ccccc1NC(=O)c1ccc(OCc2c(C)noc2C)cc1	35%	i	23	-23%	6%	-2%	17%	9%	i
13	Cc1cc(C)c(-c2c(N)cc(Br)cc2Br)c(N)c1	26%	-22%	-11	u	u	u	-1%	24%	i
14	Cc1nc(NC(=O)c2ccccc2)sc1C1(C)CC(c2ccccc2F)=NO1 (configuration not stated)	26%	-35%[inhibitor]	0	25%	u	-12%	6%	-12%	i
15	CCOC(=O)c1c(C)[nH]c(CCC(=O)Nc2ccccc2C(F)(F)F)c1C	8%	-4%	x	20%	-2%	-5%	x	x	x
16	CCc1nc2c(OCCn3cccc3)cccn2c1N(C)C(=O)c1ccccc1F	16%	-45%[inhibitor]	4	10%	-3%	-20%	0%	3%	i
17	Cc1nn(C)c(C(=O)Nc2cccc(CN3CCOCC3)c2)c1Br	-23%	i	6	8%	53%[activator]	11%	9%	-2%	i
18	Cc1cccc(CSc2nnc(-c3cnccn3)n2C)c1	-14%	i	-11	u	28%	-4%	4%	13%	i
19	CC1CN(C(=O)[C@@H]2CCCN2S(=O)(=O)c2ccc(Cl)cc2)CC(C)O1 (some centres not stated)	-7%	i	6	-12%	7%	2%	8%	11%	i
20	O=c1c(=O)n(O)c2ccccc2n1O	-14%	i	13	-20%	7%	2%	-1%	-2%	i
21	CC(=O)Nc1ccc(C(=O)N2CCCCC2c2cc(C(=O)Nc3cccc(C#N)c3)no2)cc1 (configuration not stated)	31%	-10%	7	14%	25%	8%	1%	4%	i
22	COc1ccc(/C=C(/C(=O)Nc2ccccc2C(=O)N2CCCC2)c2ccccc2)cc1	36%	-9%[57.5 µM]	25	u	-6%	6%	9%	-10%	i
23	O=C(CCCCn1c(=O)c2ccccc2n(Cc2cccc(F)c2)c1=O)NCc1ccc2c(c1)OCO2	-10%	i	x	28%	-3%	13%	1%	x	x
24	Cc1cc(OCc2nnc(SCC(=O)OC3CCCCC3)o2)ccc1Cl	-16%	-9%[57.5 µM]	12	-6%	0%	9%	5%	0%	i
25	c1nc(N2CCCCC2)c2[nH]cnc2n1	-14%	i	-10	0%	19%	9%	-1%	12%	i
26	O=S(=O)(Nc1ccccc1Cl)c1cccc2nsnc12	-7%	-19%	-9	2%	-9%	-30%	1%	8%	i
27	O=C(NC(=S)Nc1ccccn1)c1cc(-c2ccccc2)nc2ccccc12	x	-24%	-4	u	4.5µM*	-1%	-4%	-15%	i
28	c1ccc2[nH]c(CSc3nnc(-c4ccncc4)o3)nc2c1	9%	i	24	-9%	2%	5%	4%	-2%	i
29	CC(C)NC(=O)C1(C)CCN1C(=O)c1ccccc1Oc1ccccc1 (configuration not stated)	15%	i	-13	18%	-29%	-5%	8%	2%	i
30	CC(NC(=O)C1CCCN(S(=O)(=O)c2cccc3nonc23)C1)c1ccccc1 (configuration not stated)	19%	-1%	-61*	-31%[inhibitor]	6%	0%	3%	1%	i
31	COC(=O)CC1=NN(c2ccccc2)C(=O)/C1=C\c1ccc(OC)cc1	x	-2%	-3	-1%	1%	15%	-1%	12%	i
32	Cn1c(=O)c2c(SCC(=O)N3CCN(c4ccccc4)CC3)nc(C3CC3)nc2n(C)c1=O	-19%	-30%	16	0%	-1%	2%	13%	13%	i
33	CCC(NC(=O)c1cc(COc2cc(C)c(Cl)c(C)c2)on1)c1ccncc1 (configuration not stated)	4%	-33%[inhibitor]	7	12%	u	-8%	10%	-6%	x
34	COc1cc(/C=C(/NC(C)=O)C(=O)O)cc(Cl)c1OCc1ccc(Br)cc1	11%	-8%	-5	-3%	1%	-5%	-1%	-4%	i
35	O=C(CC1(O)C(=O)Nc2ccccc21)c1ccc(-n2cccc2)cc1 (configuration not stated)	u	i	-7	-1%	4%	2%	-1%	1%	i
36	COc1ccccc1CCNC(=O)Cc1c(C)c2ccc(O)cc2oc1=O	15%	-9%	x	22%	-40%	4%	x	x	x

Another view of some results above:
Second line of a record – FUS yeast rescue | PTHR1 agonist | DRD3 antagonist | TDP43 rescue | GLP1R inv ag | Abeta yeast res | GLP-1R agonist | aSyn yeast inh | Akt phos inh
30. CC(NC(=O)C1CCCN(S(=O)(=O)c2cccc3nonc23)C1)c1ccccc1 (configuration not stated)
 : 19% | -1% | -61* | -31%[inhibitor] | 6% | 0% | 3% | 1% | i
31. COC(=O)CC1=NN(c2ccccc2)C(=O)/C1=C\c1ccc(OC)cc1
 : x | -2% | -3 | -1% | 1% | 15% | -1% | 12% | i

Following part:
No.	smiles	FUS yeast rescue	PTHR1 agonist	DRD3 antagonist	TDP43 rescue	GLP1R inv ag	Abeta yeast res	GLP-1R agonist	aSyn yeast inh	Akt phos inh
37	CCc1ccc(C(=O)N2CCC(c3nc4ccccc4s3)CC2)cc1	27%	-6%	-26	u	u	-11%	12%	6%	i
38	COc1ccc(-c2nnc(SCC(=O)NCC3CCCO3)n2C)cc1 (configuration not stated)	5%	i	11	-11%	-4%	4%	10%	5%	i
39	CC(C)C1C(C#N)=C(N)Oc2n[nH]c(-c3cccs3)c21 (configuration not stated)	30%	i	-13	u	4%	8%	1%	-6%	i
40	Cn1ncc2nc(SCC(=O)Nc3ccc(Br)cc3F)n(Cc3ccccc3)c(=O)c21	-5%	i	x	14%	4%	4%	1%	x	x
41	COc1ccc(CCN(Cc2nc3ccccc3c(=O)[nH]2)C(=O)c2ccco2)cc1OC	11%	-3%[57.5 µM]	22	1%	29%	0%	2%	-1%	i
42	COCCNC(=O)c1cnn(-c2ccc(C)cc2C)c1C1CCN(C(=O)OC(C)(C)C)CC1	16%	i	x	19%	-14%	20%	x	x	x
43	COc1ccc(C2NCCn3cccc32)cc1 (configuration not stated)	28%	i	-7	-13%	u	11%	5%	-7%	i
44	CC(C)(NO)/C(=N/O)c1ccc(Br)cc1	-10%	i	u	25%	-3%	29%	-1%	21%	i

4 compounds picked at random from the list so far:
No.	smiles	FUS yeast rescue	PTHR1 agonist	DRD3 antagonist	TDP43 rescue	GLP1R inv ag	Abeta yeast res	GLP-1R agonist	aSyn yeast inh	Akt phos inh
32	Cn1c(=O)c2c(SCC(=O)N3CCN(c4ccccc4)CC3)nc(C3CC3)nc2n(C)c1=O	-19%	-30%	16	0%	-1%	2%	13%	13%	i
27	O=C(NC(=S)Nc1ccccn1)c1cc(-c2ccccc2)nc2ccccc12	x	-24%	-4	u	4.5µM*	-1%	-4%	-15%	i
35	O=C(CC1(O)C(=O)Nc2ccccc21)c1ccc(-n2cccc2)cc1 (configuration not stated)	u	i	-7	-1%	4%	2%	-1%	1%	i
44	CC(C)(NO)/C(=N/O)c1ccc(Br)cc1	-10%	i	u	25%	-3%	29%	-1%	21%	i

Screens from PubChem BioAssay.

Some of the compounds tested; count on the stated rates, not on these rows.
